SSB-PriA inh: inhibitors of Klebsiella pneumoniae PriA binding to SSB C-terminal tail. AlphaScreen SSBct-PriA binding, biotinylated peptide. 430,000 tested, 0.6% active. inhibition, % at 33 µM; in the data active = inhibition mostly above about 37%, no sharp cut-off; inactive = mostly below about 20%;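 also: plate controls were negative control peptide for no effect and reference peptide for full effect; strong numbers were not always called active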
Active calls of the source: *. This is a subset; rates above refer to the full screens.

SMILES	SSB-PriA inh
COc1cccc(NC(=O)c2cc3ccccc3oc2=NO)c1	13
COc1ccc(C=Nn2cnnc2)cc1Oc1nc(Cl)ncc1F	0
Cc1ccc(S(=O)(=O)N2CCc3ccc(NC(=O)COc4ccc(F)cc4)cc3C2)cc1	-9
CCN1C(=O)C(C)(C)COc2ccc(NC(=O)c3cccc(C(F)(F)F)c3)cc21	21
O=C(c1cc(=O)c2ccccc2o1)N1CCS[C@H](c2ccccc2F)CC1	-5
O=C1NCCN1C(=O)NC1CCC(Oc2ncc(F)cn2)CC1 (stereo not drawn)	-20
O=C(Nc1cnn(CC2COc3ccccc3O2)c1)C1CC=CCC1 (stereo not drawn)	-7
Cc1cc(=O)[nH]c(-n2nc(C)c(CCC(=O)Nc3nc(C)cs3)c2C)n1	-3
Clc1cccc2sc(OC3CCNCC3)nc12	-15
CCn1c(O)c(C=NNC(=O)c2ccncc2)c(=O)n(CC)c1=S	-8
Cc1ccc2nc(NC(=O)CSc3nnc(NC(=O)NC(C)(C)C)s3)sc2c1	3
CCCCC(=O)NN=C(C)/C=C/c1ccccc1F	-7
C=CCNS(=O)(=O)CCCOc1ccc2c(c1)OCO2	-2
Cc1noc(-c2ccn3c(=O)n(Cc4noc(-c5ccccc5C)n4)nc3c2)n1	-1
CC(C)Sc1ccc(CC(=O)N2CCN(c3ccc(-c4noc(C(F)(F)F)n4)cn3)CC2)cc1	7
Cc1ccc(-n2ncc3c(NCCc4ccc(S(N)(=O)=O)cc4)ncnc32)cc1Cl	10
O=[N+]([O-])c1ccc(-c2nn3c(Cc4ccccc4)nnc3s2)cc1	-2
CCSc1nnc(NC(=O)c2cnc3sc(C)cn3c2=O)s1	-12
CCCn1c(=O)c2ccc(C(=O)NC(C)CC)cc2n2c(=O)n(CC(N)=O)nc12 (stereo not drawn)	10
COc1cccc(C=NNC(=O)c2ccoc2C)c1O	1
O=C(NC[C@H](O)c1ccc2c(c1)CCO2)c1cc(-c2ccco2)on1	-11
O=[N+]([O-])c1cccc(C=NCCOCCOCCN=Cc2cccc([N+](=O)[O-])c2)c1	-10
Cc1cc(OC2CCN(C(=O)c3ccc4nccc(C)c4c3)CC2)cc(=O)o1	-4
O=C(CSc1nc2ccccc2c(=O)n1CCn1c(SCC(=O)OCc2ccccc2)nc2ccccc2c1=O)OCc1ccccc1	-20
Cc1ccc(NC(=O)c2ccccc2NC(=O)C2COc3ccccc3O2)c(C(=O)c2ccccc2)c1 (stereo not drawn)	61*
Cc1cc2c(C)nc(NN=Cc3ccccc3)nc2o1	7
O=C(NCc1ccco1)C1CCN(S(=O)(=O)c2cccc3cnccc23)CC1	1
CCOc1ccc2nc(N(Cc3ccccn3)C(=O)c3ccc(C(C)=O)cc3)sc2c1	-17
CC(=O)Nc1ccc(NC(=O)C(=O)NCC(c2ccc3c(c2)CCN3C)N(C)C)cc1 (stereo not drawn)	-8
CC(=O)NCCn1ccnc1-c1ccccn1	-14
CCCN1CCC2(CC1)NC(=O)N(CC(=O)NCCc1ccc(OC)c(OC)c1)C2=O	1
O=C(NCC1CCCN1c1ccccc1)c1ccco1 (stereo not drawn)	2
CCN1C(=O)C(C)(C)COc2ccc(NS(=O)(=O)c3ccc(F)cc3F)cc21	2
CC(C)(C)c1ccc(OCc2ccc(C(=O)NN=Cc3ccc([N+](=O)[O-])cc3)o2)cc1	-9
CC(=O)N1CC(C(=O)Nc2ccc3c(c2)Cc2ccccc2-3)C1	-11
O=C(CSC1=NS(=O)(=O)c2ccccc2N1)Nc1ccc2c(c1)OCCO2	1
COc1ccc(NC(=O)c2oc3ccccc3c2NC(=O)c2ccccc2I)c(OC)c1	-17
CO[C@@H](CNS(=O)(=O)c1ccccc1Br)c1ccccc1Cl	-9
O=C1CCSCC(C(=O)NCc2ccco2)N1 (stereo not drawn)	-12
COC(=O)c1ccccc1NC(=O)c1ccc(N2CCCCS2(=O)=O)cc1	0
COc1cc(Nc2ccc(NS(=O)(=O)c3cc(C)ccc3OC)cc2)nc(C)n1	-6
O=C(CSC1CCCC1)Nc1ccc2c(c1)C(=O)NCC2	0
Cc1ccc(-n2cc(C(=O)NCc3ccccc3)nn2)cc1C	-6
Cc1cccc2cc(C=NNC(=O)c3ccccc3O)c(Cl)nc12	-12
COCCNC(=O)C(=O)NCc1ccco1	6
O=C(NCCc1ccccc1)C(=O)NCC1(O)CCCC1	-7
CN(C)c1ccc(/C=C(\NC(=O)c2ccccc2)C(=O)NN=Cc2ccc(C(=O)O)cc2)cc1	-2
CCC1Oc2ccccc2C(=O)N(Cc2ccccc2F)C1=O (stereo not drawn)	-6
O=C(NN=Cc1ccccc1O)c1cccc(C(F)(F)F)c1	-11
CCN(C(=O)c1oc2cc(C)c(C)cc2c1C)c1ccccc1	-38
COc1ccccc1NC(=O)Cn1c2ccc(C)cc2c2ncn(Cc3ccccc3)c(=O)c21	-7
CCS(=O)(=O)NC1CC(=O)N(c2cccc(F)c2)C1 (stereo not drawn)	-31
COc1cc(C)c(C)cc1S(=O)(=O)N(Cc1ccoc1)Cc1cccs1	-6
Cc1cccc(C=c2sc(=CC(=O)C(C)(C)C)[nH]c2=O)c1	-9
Cc1ccc(NC(=O)c2cccc(NS(=O)(=O)c3ccc(F)c(Cl)c3)c2)cc1	1
O=C(CCC1=NS(=O)(=O)c2ccc(C(F)(F)F)cc2N1)N1CCN(c2ccccc2F)CC1	-8
Cc1ccc(Cl)c2sc(N(Cc3ccccn3)C(=O)Cc3ccc(S(C)(=O)=O)cc3)nc12	-4
Cc1cc(NN=Cc2ccc(N(C)C)cc2)c2ccccc2n1	-35
Cc1cc(-c2ccncc2)nn1CCNC(=O)c1ccoc1	3
Cn1nc(CNS(=O)(=O)Cc2cccc(F)c2)cc1-c1ccco1	12
Remaining list, next part.
SMILES	SSB-PriA inh
CCCCNC(=S)N(C)N=Cc1ccccc1F	-67
COc1ccc(C=Nn2cnc3c([nH]c4ccc(C)cc43)c2=O)cc1CN1CCCC1	1
COc1ccc(C)cc1NS(=O)(=O)c1c(C)nn([C@H]2CCS(=O)(=O)C2)c1C	-14
O=C(NCc1ccco1)c1[nH]nc2c1COc1ccccc1-2	9
O=[N+]([O-])c1ccc(C=NNc2ccccn2)cc1	-13
CCCN1C(=O)C(C)(C)COc2ccc(NC(=O)c3cc(Cl)ccc3OC)cc21	19
CC(CC(=O)Nc1cccc(F)c1)=NNC(=O)c1ccncc1	-4
CC[C@@](CNC(=O)c1cccc(OC)c1OC)(OC)c1ccccc1	0
O=C(CSCc1ccccc1)NCC1(O)CCc2ccccc2C1 (stereo not drawn)	-8
CC(=O)OC(C)(C)/C=C/C(=O)C(C)(O)[C@H]1[C@H](O)C[C@@]2(C)[C@@H]3CC=C4[C@H](C[C@H](O)C(=O)C4(C)C)[C@]3(C)C(=O)C[C@]12C (stereo partly drawn)	-5
CCOc1ccc(CC(=O)NCc2cncc(-c3ccsc3)c2)cc1	11
O=C(C(=NNc1ccc(Br)cc1)Sc1nnnn1-c1ccccc1)c1ccccc1	5
Cc1nc2ccccn2c1C(=O)N1CCCC(Oc2nccnc2C#N)C1 (stereo not drawn)	2
CC(=O)OC1CS(=O)(=O)CC1OC(C)=O (stereo not drawn)	-2
CCc1nccn1CC(C)C(=O)O (stereo not drawn)	9
O=C(C[n+]1ccc(C=NO)cc1)NC(=O)Nc1ccccc1	6
COc1ccc(C(=O)NCC(O)c2csc3ccccc23)cc1F (stereo not drawn)	-17
O=C(CNc1ccc(F)cc1)NN=CC1CC=CCC1 (stereo not drawn)	-3
O=C(O)C(=NNC(=O)c1ccc(Cl)cc1)c1ccccc1	-3
O=C(NCCn1nc(-c2cccs2)n(C2CC2)c1=O)c1cc(=O)c2ccccc2o1	-17
COc1ccc(CNC(=O)NC[C@H](O)c2ccc(SC)cc2)cc1	-5
Cc1ccc(OC2CCN(C(=O)c3cc(-c4ccc(F)cc4)nn3C)CC2)nn1	-7
CCOc1ccccc1-n1ccn(CC(=O)Nc2ccccc2Cl)c(=O)c1=O	2
Oc1ccc2ccccc2c1C=NNc1nnc(-c2ncc[nH]2)c2ccccc12	24

2 entries from above, reformatted:
Molecule | SSB-PriA inh
COc1ccc(CNC(=O)NC[C@H](O)c2ccc(SC)cc2)cc1 | -5
Cc1ccc(OC2CCN(C(=O)c3cc(-c4ccc(F)cc4)nn3C)CC2)nn1 | -7

More records follow:
SMILES	SSB-PriA inh
CC(C)c1c(C(=O)NN=Cc2ccc3c(c2)OCO3)nnn1-c1nonc1N	10
CCS(=O)(=O)c1ccccc1C(=O)Nc1nc(-c2ccc3c(c2)CCCC3)cs1	15
Cc1cc(NC(=O)Cn2c(C)nc3c(sc4cccc(F)c43)c2=O)ccc1Br	-4
Cc1cc[nH]c1C(=O)O	14
CCC(=O)N1CCc2ccc(NC(=O)N3CCNC3=O)cc2C1	-1
O=S(=O)(NCCN1CCOC(c2ccccc2)C1)c1ccc2c(c1)OCCO2 (stereo not drawn)	-5
Cn1cccc1C=NNC(N)=S	-3
Fc1ccccc1Cn1c(/C=C/c2ccco2)nc2ccccc21	3
Cc1cccc(-n2cnc(C(=O)NN=Cc3ccc(Br)cc3)c2)n1	-4
O=C(CCC(=O)Nc1ccccc1)NN=Cc1cccnc1	-23
Cc1ccc(OCc2nc(C#N)c(N3CCC(C(N)=O)CC3)o2)cc1	56*
Cc1cccc(Cn2cnc3c(cnn3CCNC(=O)/C=C\c3ccc4c(c3)OCO4)c2=O)c1	-8
CCOC(=O)NN=C(C)c1ccc(-n2cnnn2)cc1	-15
Cn1nc(CNC(=O)NCc2cccs2)c2ccccc2c1=O	-13
Cc1ccc2ncc(S(=O)(=O)c3ccc(Cl)cc3)c(N3CCCC3)c2c1	-11
Cc1cc(C(=O)N2CCS[C@H](c3ccccc3Cl)CC2)no1	-6
CCOC(=O)c1c(-c2ccc(OC)cc2)csc1N=CC1=C(O)CCCC1=O	-24
Cc1cccc(CC(=O)Nc2ccc3c(c2)CN(C(=O)c2ccco2)CC3)c1	0
Cn1nc(CNC(=O)c2cccn(C)c2=O)cc1-c1ccco1	-1
Cc1noc(C)c1S(=O)(=O)N[C@@H](C)Cc1ccoc1	-15
O=C(Nc1nnc(-c2cc3ccccc3o2)o1)c1cc2c(ccc3ccccc32)oc1=O	1
C[C@H](Oc1ccccc1F)C(=O)O	-11
COc1ccc(/C=C2\CCC/C(=C\C=NN(C)C)C2=O)cc1	4
Cc1cc(=O)n(CC(=O)NCc2ccccc2Cl)c(N)n1	-13
Cn1ccnc1N1CCN(CC(=O)Nc2ccc(OC(F)(F)F)cc2)CC1	-11
CC(O)(CNC(=O)C(=O)NCc1ccc(Cl)cc1)c1ccc(-c2ccccc2)cc1 (stereo not drawn)	-7
O=C1NCCCc2nc(NC(=O)[C@H]3CC(=O)N(c4cccc(Br)c4)C3)sc21	-14
COc1ccc(C(CC(=O)NCc2ccccc2)Sc2n[nH]c(-c3ccc(F)cc3)n2)cc1 (stereo not drawn)	-12
CCCc1cc(=O)[nH]c(-n2nc(C)cc2NC(=O)c2ccc(Cl)c([N+](=O)[O-])c2)n1	-5
CCOc1ccnc2c1c(=O)n(Cc1c(F)cccc1Cl)c(=O)n2C	-2
COCC(=O)N1CCC(c2ccc(C(=O)OC)cc2)CC1	-9
O=C(NN=Cc1c[nH]c2ccccc12)C1CC1c1ccccc1 (stereo not drawn)	7
NC(=NOS(=O)(=O)c1cccc([N+](=O)[O-])c1)c1ccncc1	-18
O=C(Nc1cnn(CC2COc3ccccc3O2)c1)Nc1cccs1 (stereo not drawn)	11
Cc1ccc(NC(=O)CSc2ncc(S(=O)(=O)c3cccc(C(F)(F)F)c3)c(=O)[nH]2)cc1C	-10
Cc1nc(N2CCOCC2)nc(C)c1NC(=O)c1ccccc1Cl	-4
O=C(NCC(O)Cn1ccccc1=O)c1cnn(-c2ccccc2)n1 (stereo not drawn)	2
COc1ccc(C(C)Nc2ncc3c(=O)n(-c4ccccc4)c(=O)[nH]c3n2)cc1OC (stereo not drawn)	0
Cn1c(N=Cc2cccs2)nc2ccccc21	-3
COc1ccc(C(=O)Nc2ccc(Oc3ncnc4sc5c(c34)CCCC5)cc2)cc1OC	-33

Rewritten bar-delimited: 21 of the compounds above.
compound | SSB-PriA inh
Cn1nc(CNC(=O)c2cccn(C)c2=O)cc1-c1ccco1 | -1
Cc1noc(C)c1S(=O)(=O)N[C@@H](C)Cc1ccoc1 | -15
O=C(Nc1nnc(-c2cc3ccccc3o2)o1)c1cc2c(ccc3ccccc32)oc1=O | 1
C[C@H](Oc1ccccc1F)C(=O)O | -11
COc1ccc(/C=C2\CCC/C(=C\C=NN(C)C)C2=O)cc1 | 4
Cc1cc(=O)n(CC(=O)NCc2ccccc2Cl)c(N)n1 | -13
Cn1ccnc1N1CCN(CC(=O)Nc2ccc(OC(F)(F)F)cc2)CC1 | -11
CC(O)(CNC(=O)C(=O)NCc1ccc(Cl)cc1)c1ccc(-c2ccccc2)cc1 (stereo not drawn) | -7
O=C1NCCCc2nc(NC(=O)[C@H]3CC(=O)N(c4cccc(Br)c4)C3)sc21 | -14
COc1ccc(C(CC(=O)NCc2ccccc2)Sc2n[nH]c(-c3ccc(F)cc3)n2)cc1 (stereo not drawn) | -12
CCCc1cc(=O)[nH]c(-n2nc(C)cc2NC(=O)c2ccc(Cl)c([N+](=O)[O-])c2)n1 | -5
CCOc1ccnc2c1c(=O)n(Cc1c(F)cccc1Cl)c(=O)n2C | -2
COCC(=O)N1CCC(c2ccc(C(=O)OC)cc2)CC1 | -9
O=C(NN=Cc1c[nH]c2ccccc12)C1CC1c1ccccc1 (stereo not drawn) | 7
NC(=NOS(=O)(=O)c1cccc([N+](=O)[O-])c1)c1ccncc1 | -18
O=C(Nc1cnn(CC2COc3ccccc3O2)c1)Nc1cccs1 (stereo not drawn) | 11
Cc1ccc(NC(=O)CSc2ncc(S(=O)(=O)c3cccc(C(F)(F)F)c3)c(=O)[nH]2)cc1C | -10
Cc1nc(N2CCOCC2)nc(C)c1NC(=O)c1ccccc1Cl | -4
O=C(NCC(O)Cn1ccccc1=O)c1cnn(-c2ccccc2)n1 (stereo not drawn) | 2
COc1ccc(C(C)Nc2ncc3c(=O)n(-c4ccccc4)c(=O)[nH]c3n2)cc1OC (stereo not drawn) | 0
Cn1c(N=Cc2cccs2)nc2ccccc21 | -3

Screens (PubChem BioAssay)
